HCMV antiviral: qHTS Assay for inhibitors of the human cytomegalovirus (HCMV); HFF cells, HCMV-luciferase reporter, 72 h; stronger effect = lower value; 410,000 compounds, 4.5% hits; AID 1259415, 2018; activity change, negative = inhibition, % at 57.5 µM; in the data active = activity change below about -60%; inconclusive = no clear call, values can overlap the other calls; inactive = above about -39%
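HFF cells seeded 16 h at 37C, treated with compounds, infected with luciferase-reporter HCMV at MOI 1 PFU/cell; luciferase read at 72 h post infection, normalized to buffer-only and Salinomycin controls.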
LmPK inhibitor: qHTS Assay for Inhibitors of Leishmania Mexicana Pyruvate Kinase (LmPK). purified LmPK, Kinase-Glo ATP luminescence, 1 h. Potency, µM (titrated, usually from 57.5 µM), for the others: at the top dose activity change, negative = inhibition, hits mostly inhibitors. 290,000 compounds, 0.37% hits. AID 1721, 2009; also: potency is read from the fitted curve at half-maximal effect
Target sequence (Q27686 whole entry, looked up): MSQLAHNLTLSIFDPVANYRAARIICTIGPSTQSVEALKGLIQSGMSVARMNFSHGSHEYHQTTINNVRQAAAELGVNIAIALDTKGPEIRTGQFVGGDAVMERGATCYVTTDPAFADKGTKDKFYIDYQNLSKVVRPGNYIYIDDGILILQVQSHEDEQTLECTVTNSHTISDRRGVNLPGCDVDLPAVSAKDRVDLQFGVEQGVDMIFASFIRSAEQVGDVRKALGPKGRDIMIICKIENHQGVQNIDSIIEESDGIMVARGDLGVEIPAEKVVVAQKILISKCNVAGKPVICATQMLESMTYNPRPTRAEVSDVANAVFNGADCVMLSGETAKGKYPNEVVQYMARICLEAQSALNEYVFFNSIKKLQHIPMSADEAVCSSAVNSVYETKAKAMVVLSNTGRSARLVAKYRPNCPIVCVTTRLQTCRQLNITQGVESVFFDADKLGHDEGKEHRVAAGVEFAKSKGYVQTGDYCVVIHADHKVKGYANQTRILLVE
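qHTS format; LmPK 0.1 nM; substrates PEP 0.5 mM and ADP 0.1 mM. One-hour room-temperature incubation, then coupled luciferase luminescence; 0.5 nM enzyme wells mark activation.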
AmpC no deterg: qHTS Inhibitors of AmpC Beta-Lactamase (assay without detergent); AmpC nitrocefin hydrolysis, absorbance 480 nm, 0.0001% Triton; Potency, µM (highest dose often 57.1 µM), inactives show at the highest dose activity change, negative = inhibition, most hits filed as inhibitors; 330,000 compounds, 0.52% hits;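 also: potency is read from the fitted curve at half-maximal effect; plate controls were no compound for no effect and no enzyme for full effect; nearly all actives have a fitted effect of over 20% in size; some results filed as inactive show a strong effect at the top dose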
Target sequence (P00811 whole entry, looked up): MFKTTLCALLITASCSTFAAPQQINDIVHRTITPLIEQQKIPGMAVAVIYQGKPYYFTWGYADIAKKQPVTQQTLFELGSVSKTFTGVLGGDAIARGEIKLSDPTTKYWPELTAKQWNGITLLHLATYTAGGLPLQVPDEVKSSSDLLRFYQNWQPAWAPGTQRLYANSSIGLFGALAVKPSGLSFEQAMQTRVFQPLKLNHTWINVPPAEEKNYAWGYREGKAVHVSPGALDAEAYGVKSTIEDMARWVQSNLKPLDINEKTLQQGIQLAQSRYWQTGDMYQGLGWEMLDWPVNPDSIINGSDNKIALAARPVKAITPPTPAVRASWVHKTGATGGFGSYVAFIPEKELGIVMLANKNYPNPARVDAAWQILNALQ
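20 mM phosphate pH 7.0 + 0.01% (detergent screen) or 0.0001% Triton X-100; 5.3 nM AmpC reagent; cpd preinc 15 min RT; nitrocefin (800 uM stock) to start; A480 q20 s × 4 min; Activity was normalised to no-enzyme and no-compound control wells.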
Tb PYK inh: qHTS of Trypanosoma Brucei Inhibitors; pyruvate kinase (Trypanosoma brucei), Q57TT1; AID 624173, 2012; TbPYK enzyme, Kinase-Glo Plus ATP luminescence, 45 min; Potency, µM (series often up to 76.8 µM), inactives show at the highest dose activity, negative = inhibition, usual class: inhibitors; 410,000 compounds, 0.12% hits; also: potency is read from the fitted curve at half-maximal effect; nearly all actives have a fitted effect of over 50% in size
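TbPYK + substrate in 50 mM TEA pH 7.2, 100 mM KCl, 10 mM MgCl2, 0.05% BSA, 0.01% Tween-20; cpd pinned; ADP 130 uM final; 45 min RT; Kinase-Glo Plus 10 min; luminescence endpoint.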
AMA1 RON2 block: qHTS for Inhibitors of AMA1-RON; Towards Development of Antimalarial Drug Lead: Primary Screen; AlphaScreen AMA1-biotinylated RON2 peptide binding; Potency, µM (titrated, usually from 58.2 µM), for the others: top-dose activity change, negative = inhibition, hits mostly inhibitors; 360,000 compounds, 0.2% hits; AID 720542, 2013;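 also: potency is read from the fitted curve at half-maximal effect; 0% = vehicle wells and -100% = peptide control; nearly all actives have a fitted effect of over 45% in size; some results filed as inactive show a strong effect at the top dose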
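AMA1 (3D7) with his tag at 25 nM final met compounds first, then biotinylated RON2 peptide at 25 nM; detection used donor plus acceptor beads, 10 µg/mL apiece, read by AlphaScreen after 30 min at room temperature.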
HCV inh: qHTS Assay for Inhibitors of Hepatitis C Virus (HCV); Potency, µM (series often up to 41.8 µM), for the others: top-dose activity change, negative = inhibition, usual class: inhibitors; 340,000 compounds, 3.4% hits; Huh7.5.1 HCVcc-Cre infection, luciferase reporter, 44 h; AID 651820, 2012; also: potency is read from the fitted curve at half-maximal effect
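Compounds are dispensed onto cells plated 4 h earlier at 1,000 per well, with HCVcc-Cre virus (about 0.5 moi) added next. Following 44 h of culture, luminescent signal is measured for 15 sec after 15 min with substrate at room temperature.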
AmpC detergent: qHTS Inhibitors of AmpC Beta-Lactamase (assay with detergent) | P00811 | AmpC hydrolysis of nitrocefin, absorbance 480 nm, 0.01% Triton | Potency, µM (doses to about 114 µM), for inactives: at the highest dose activity change, negative = inhibition, usual class: inhibitors | 370,000 compounds, 0.041% hits | AID 485294, 2010;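 also: potency is read from the fitted curve at half-maximal effect; 0% = no-compound wells and -100% = no-enzyme wells; nearly all actives have a fitted effect of over 25% in size; some results filed as inactive show a strong effect at the top dose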
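AmpC (5.3 nM in the dispensed reagent) in 20 mM phosphate pH 7.0 with 0.01% (detergent screen) or 0.0001% Triton X-100 was preincubated with compounds for 15 min at room temperature. Nitrocefin was then added from an 800 uM solution, and hydrolysis was followed at 480 nm.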
* = called active by the depositor; u = inconclusive; x = not tested or not shown; [ ] = remark or other dose. Unless noted, calls follow the shape of the dose curve; as a rule, active = well fitted curve in the direction sought with a large enough effect; inconclusive = small, poorly fitted or top-dose-only effect, or another doubt; inactive = no such curve, though single readings can be large; an effect the other way counts as inactive or inconclusive. Unless noted, % is scaled to controls: 0 for no effect and ±100 for the full control effect.

SMILES	HCMV antiviral	LmPK inhibitor	AmpC no deterg	Tb PYK inh	AMA1 RON2 block	HCV inh	AmpC detergent
Cc1cccc(C)c1NC(=O)CN(C)C(=O)C1CC(=O)N(c2cccc3ccccc23)C1 (stereo not drawn)	-18	x	73%[activator]	-4%	-6%	-4%	-10%
COc1cc(CC(=O)Nc2ccc(N3CCOCC3)cc2)cc(OC)c1OC	-8	2%	-9%	3%	3%	-8%	-1%
COc1cccc(-c2nnc(NC(=O)c3cccs3)s2)c1	71	-1%	-31%	-7%	-3%	13%	-3%
O=C(N/N=C/c1cccnc1)c1cc(-c2ccc(Br)cc2)nc2ccccc12	-40	-1%	89%[activator]	2%	20%	-5%	-1%
COc1ccc(-c2ccc(N(C)C)cc2)cc1[C@H]1[C@@H]2C=CCC[C@@]2(C)C(=O)N1Cc1ccccc1	19	0%	27%	-7%	u	-2%	3%
Cc1nc2nc(C(F)(F)F)[nH]c2nc1C	4	x	x	-7%	7%	x	x
Cc1nn(CC2CC2)c(=O)n1-c1cccc(Cl)c1	u	-7%	104%[activator]	0%	16%	0%	u
O=C(COc1ccc(Oc2ccccc2)cc1)NCc1cn2ccccc2n1	u	-6%	15%	-8%	-4%	4%	1%
CCNc1nc(SCC(=O)Nc2ccccc2)nc(N2CCOCC2)n1	8	-2%	-28%	1%	-2%	-18%	u
CCC(C)/C=C(C)/C=C/C1=CC2=C(Cl)C(=O)C(C)(OC(C)=O)C(=O)C2=CO1 (stereo not drawn)	x	-29%	72%[activator]	1%	u	-2%	5%
CN(C)S(=O)(=O)N1CCN(c2ccc([N+](=O)[O-])cc2)CC1	-14	0%	-9%	-4%	-8%	-5%	u
COc1ccc(NC(=O)CCNS(=O)(=O)c2ccc3c(c2)CC(C)N3C(=O)C2CC2)cc1 (stereo not drawn)	-25	0%	-28%	2%	-15%	3%	0%
CCc1cccc(CC)c1NC(=O)C1SC(=Nc2ccccc2C)C(c2nc3ccccc3s2)=C1N (stereo not drawn)	0	1%	-46%	-2%	25%	0%	-13%
Nc1ccn(C2OC(COP(=O)(O)O)C(O)C2O)c(=O)n1 (stereo not drawn)	-97*	x	x	0%	-7%	u	x
O=C(Nc1nnc(S(=O)(=O)N2CCCc3ccccc32)s1)c1cccc(F)c1	-22	x	x	-14%	x	x	18%
CCC(C)n1c(SCC(=O)Nc2cc(C(C)(C)C)nn2-c2ccccc2)nc2ccccc2c1=O (stereo not drawn)	-23	1%	20%	-1%	-15%	u	-4%
CC(=O)NC1(c2ccc(F)cc2)CCN(C(=O)Nc2ccc(F)cc2F)CC1	44	1%	-18%	2%	6%	1%	-12%
COc1cc(NC(=O)NC(C)c2c(-n3cccc3)sc3c2CCCC3)cc(OC)c1OC (stereo not drawn)	-16	x	x	-7%	x	x	-5%
COc1cc(/C=C2\C(=O)N(C)C(=S)N2C)ccc1O	42	0%	-7%	-13%	22%	2%	-8%
CC(C)Nc1nc(Nc2ccc(C#N)cc2)c2sccc2n1	-5	x	x	0%	-3%	x	x
CCOC(=O)C1CCCN(C(=O)Cn2c(=O)cc(C)c3c(C)nn(C)c32)C1 (stereo not drawn)	-10	x	x	1%	x	x	-3%
Cn1c(=O)c2c(ncn2CC(=O)OCC(=O)Nc2ccc(F)cc2Cl)n(C)c1=O	-9	x	-7%	-4%	13%	-7%	x
CC1CCN(S(=O)(=O)c2ccc(C(=O)NNC(=O)C3CC3)cc2)CC1	-22	0%	-7%	3%	6%	25%	-7%
c1ccc(OCCNc2ccn3nc(-c4ccccc4)cc3n2)cc1	61	x	x	5%	35%[activator]	x	x
O=[N+]([O-])c1ccc(N/N=C/c2cccc(O)c2)cc1	122	5%	-46%	1%	-8%	u	-2%

Continued.
SMILES	HCMV antiviral	LmPK inhibitor	AmpC no deterg	Tb PYK inh	AMA1 RON2 block	HCV inh	AmpC detergent
OC(c1cccc(Cl)c1)c1nc(-c2csc3ccccc23)cs1 (stereo not drawn)	-4	x	x	9%	6%	x	x
COc1ccccc1CNC(=O)C(C)n1c(=O)cc(C(F)(F)F)c2c(C)nn(C)c21 (stereo not drawn)	2	x	x	-2%	x	x	27%
COc1ccc(-c2nc(SCC(=O)Nc3ccc4c(c3)OCCO4)c(-c3ccccc3)[nH]2)cc1	-38	x	x	-19%	x	x	14%
CCCNC(=O)COC(=O)c1cc2c(=O)n3ccccc3nc2s1	7	-4%	-30%	-26%	1%	22%	-6%
O=C(COC(=O)C1=Cc2ccccc2OC1)NCc1ccco1	3	-1%	-13%	-5%	-2%	-17%	-8%
CCc1ccc(C(=O)CN2C(=O)NC(C)(c3ccc(C)cc3)C2=O)cc1 (stereo not drawn)	-15	3%	-18%	0%	4%	-22%	u
O=C(/C=C/c1ccccn1)c1ccc(Br)cc1O	2	4%	-14%	-2%	2%	-9%	-11%
CCOCCCNC(=O)C1CCN(c2nn3cc(-c4ccc(F)cc4)nc3s2)CC1	0	x	x	-1%[15.4 µM]	x	x	12%
COc1ccc(CN(C(=O)c2nsc(Cl)c2Cl)C(C(=O)NC2CCCCC2)c2ccc(OC)cc2)cc1 (stereo not drawn)	-36	4%	-2%	-16%	-20%	u	-9%
CC(C)(CN1CCN(c2ccccc2)CC1)NS(=O)(=O)c1ccccc1	-40	4%	6%	-2%	u	8%	13%
Cc1cc(C)cc(SCc2noc(C(=O)NCC3CC3)c2C(=O)NCC2CC2)c1	u	x	x	-1%	9%	u	x
O=C(CCCN=C1NS(=O)(=O)c2ccccc21)OCC(=O)c1ccccc1Cl	-21	x	-26%	-3%	17%	4%	u
COc1ccc(N2C(=O)C(CC(=O)Nc3ccccc3)N(CCC3=CCCCC3)C2=O)cc1 (stereo not drawn)	-17	x	x	5%	x	x	7%
Cc1cc(C)cc(N2CN=c3s/c(=C\c4ccco4)c(=O)n3C2)c1	-11	4%	-29%	2%	11%	1%	-3%
CCCCC1(Cc2cccc([N+](=O)[O-])c2)C(=O)N(c2ccccc2)N(c2ccccc2)C1=O	-64*	4%	-19%	-8%	-8%	6.3µM*	-11%
CC(C)c1ccc(C(=O)N2CCCC(c3cc(C(=O)Nc4ccc5c(c4)OCO5)no3)C2)cc1 (stereo not drawn)	-28	x	x	2%	3%	x	x
CS/C(=N\S(=O)(=O)c1ccc(N)cc1)NS(=O)(=O)c1cccs1	x	4%	-24%	-22%	0%	-12%	u
COc1ccc(C2CC(c3cccs3)=NN2C(=O)CSc2nc(=O)n3ccccc3n2)cc1 (stereo not drawn)	-36	x	u	0%	-20%	u	0%
CC1CC(C(F)(F)C(F)(F)F)n2nc(C(=O)O)cc2N1 (stereo not drawn)	-2	1%	-9%	5%	5%	1%	-4%
CCCN1CCCc2cc(CN)ccc21	u	-8%	11%	12%	u	u	u
Cc1cc(C)n2nc(SCc3c(F)cccc3Cl)nc2n1	-3	-2%	24%	-10%	14%	1%	-6%
CCN(CC(=O)Nc1c(F)cccc1F)C(=O)Cc1c[nH]c2ccccc12	-8	x	-24%	-14%	-1%	2%	x
O=C(CSC1=Nc2ccccc2N=C(c2ccc(F)cc2)C1)Nc1ccccc1	-13	x	x	-2%	x	x	16%
Cc1ccc(SC/C(O)=C(\C#N)c2nc3ccccc3s2)cc1	44	1%	-20%	2%	7%	5%	2%
Cc1ccc(-n2c(-c3nn(C)c(C)c3Cl)n[nH]c2=S)cc1	6	u	14%	u	39%[activator]	4%	0%

Continuation.
SMILES	HCMV antiviral	LmPK inhibitor	AmpC no deterg	Tb PYK inh	AMA1 RON2 block	HCV inh	AmpC detergent
COc1ccccc1Nc1nc(N)nc(-c2oc3ccccc3c2C)n1	8	6%	-15%	x	5%	9%	-5%
O=C(O)c1ccc(NC(=O)c2ccccc2NC(=O)c2ccccc2Cl)cc1	21	0%	-20%	-4%	2%	1%	-7%
CCc1nc2sc3c(c2c(=O)n1NC(=O)CCl)CCCC3	-74*	-2%	-13%	5%	8%	u	1%
O=C(NNC(=O)c1cccnc1)Nc1ccc([N+](=O)[O-])cc1	-23	2%	-3%	3%	34%[activator]	17%	2%
COc1ccc(-c2c(C)nn3c(N4CCC(C(=O)NCCN(C)C)CC4)cc(C)nc23)cc1OC	34	-6%	30%	0%	-6%	u	2%
CS(=O)(=O)N(CC(=O)Nc1ccc2c(c1)OCO2)Cc1ccccc1	16	1%	u	3%	-2%	-18%	-4%
O=C(CN1CCN(C(=O)c2cccc(F)c2)CC1)NC1CCCCC1	-6	5%	-11%	-18%	-8%	1%	9%
COc1cc(/C=C(\C#N)C(=O)NC(C)C)ccc1OCc1ccc(C(=O)O)cc1	-14	7%	-32%	-1%	-3%	7%	4%
CCCCN(C(=O)c1oc2ccc(OCC)cc2c1C)c1c(N)n(CCCC)c(=O)[nH]c1=O	-23	x	-10%	6%	-18%	-3%	-12%
Cc1ccc(-c2cc(C(F)F)n3ncc(C(=O)Nc4c(C)nn(Cc5ccccc5Cl)c4C)c3n2)cc1	-95*	1%	-11%	0%	0%	u	-10%
O=C1NC(=S)N/C1=C/c1ccc(-c2c(Br)cc([N+](=O)[O-])cc2Br)o1	x	0%	u	x	x	8.9µM*	-8%
C=CC[N+]1(CC(=O)NCc2ccc(NC(C)=O)cc2)CCOCC1	2	0%	-13%	2%	0%	11%	-3%
C=CCN1c2ccccc2C(=O)C(C)S1(=O)=O (stereo not drawn)	4	x	-20%	0%	-12%	6%	x

Reprinted at random: four entries already listed.
SMILES	HCMV antiviral	LmPK inhibitor	AmpC no deterg	Tb PYK inh	AMA1 RON2 block	HCV inh	AmpC detergent
CCCCN(C(=O)c1oc2ccc(OCC)cc2c1C)c1c(N)n(CCCC)c(=O)[nH]c1=O	-23	x	-10%	6%	-18%	-3%	-12%
C=CC[N+]1(CC(=O)NCc2ccc(NC(C)=O)cc2)CCOCC1	2	0%	-13%	2%	0%	11%	-3%
COc1cc(/C=C(\C#N)C(=O)NC(C)C)ccc1OCc1ccc(C(=O)O)cc1	-14	7%	-32%	-1%	-3%	7%	4%
Cc1ccc(-c2cc(C(F)F)n3ncc(C(=O)Nc4c(C)nn(Cc5ccccc5Cl)c4C)c3n2)cc1	-95*	1%	-11%	0%	0%	u	-10%

Source: PubChem
